IDE cell activ: human IDE activators in live cells, primary screen, fluorescence polarization, HEK cells, FAbeta-B substrate; Insulin-degrading enzyme (Homo sapiens), P14735; FAbeta-B cleavage; 0% vehicle, 100% cell-free pure enzyme wells; activation, % at 5.96 µM; 340,000 tested, 0.073% active; AID 493087, 2011;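 active means activation above the mean of all tested compounds plus 3 SD, set per screening campaign, cut at about 17% in these data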
Target sequence (P14735 whole entry, looked up): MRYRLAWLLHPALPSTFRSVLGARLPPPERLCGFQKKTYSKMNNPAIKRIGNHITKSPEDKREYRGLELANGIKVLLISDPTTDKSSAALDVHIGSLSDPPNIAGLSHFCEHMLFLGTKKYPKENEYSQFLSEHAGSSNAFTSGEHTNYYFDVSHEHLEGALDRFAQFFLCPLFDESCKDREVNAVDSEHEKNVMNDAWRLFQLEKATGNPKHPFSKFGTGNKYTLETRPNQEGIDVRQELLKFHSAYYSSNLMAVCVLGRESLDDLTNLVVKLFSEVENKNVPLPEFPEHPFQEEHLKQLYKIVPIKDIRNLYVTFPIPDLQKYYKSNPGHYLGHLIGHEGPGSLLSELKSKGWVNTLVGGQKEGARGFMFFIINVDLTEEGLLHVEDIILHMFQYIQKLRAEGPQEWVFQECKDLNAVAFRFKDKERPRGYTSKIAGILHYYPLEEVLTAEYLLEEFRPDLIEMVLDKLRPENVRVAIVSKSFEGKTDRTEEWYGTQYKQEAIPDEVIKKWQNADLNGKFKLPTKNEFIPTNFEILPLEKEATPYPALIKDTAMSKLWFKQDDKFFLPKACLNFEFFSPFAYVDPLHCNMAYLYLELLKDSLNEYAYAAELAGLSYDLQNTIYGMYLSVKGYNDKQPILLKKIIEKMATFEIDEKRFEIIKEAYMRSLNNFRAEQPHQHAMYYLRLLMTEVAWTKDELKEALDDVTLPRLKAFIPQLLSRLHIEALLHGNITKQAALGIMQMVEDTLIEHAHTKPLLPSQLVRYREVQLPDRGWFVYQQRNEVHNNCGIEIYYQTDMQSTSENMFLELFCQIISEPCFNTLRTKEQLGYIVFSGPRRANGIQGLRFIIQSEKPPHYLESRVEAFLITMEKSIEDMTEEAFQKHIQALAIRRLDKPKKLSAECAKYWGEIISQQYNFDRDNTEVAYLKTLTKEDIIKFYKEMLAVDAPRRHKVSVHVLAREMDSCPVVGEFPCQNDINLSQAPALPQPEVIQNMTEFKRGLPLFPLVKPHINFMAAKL
GalR3 antag: GalR3 antagonists in HEK293 cells, primary screen, cell-based, fluorescence readout | HEK293 GalR3-CNG cAMP membrane potential fluorescence; galR3 body fused to GalR1 C-terminus | AID 651719, 2012 | inhibition, % at 3 µM | 360,000 tested, 0.44% active;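 active means inhibition above the screen-wide average plus 3 SD, cut at about 13% in these data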;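 further: forskolin and galanin both at EC90 stimulate the cells; cAMP rise reported by CNG channel membrane potential dye signal; 0% = forskolin plus galanin with DMSO and 100% = forskolin alone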
CRFBP-R2 block: antagonists of CRF-BP/CRF-R2 complex, primary screen, cell-based, HEK293, calcium dye fluorescence, uHTS | CRF-induced calcium fluorescence | inhibition, % at 11.8 µM | 350,000 tested, 0.59% active | AID 588475, 2011;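 active means inhibition of the ligand-induced calcium signal above about 50% at the single tested concentration, limit read from the data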
PHOSPHO1 block: PubChem AID 1565. 290,000 tested, 1.1% active. inhibition, % at 13.3 µM. recombinant PHOSPHO1, absorbance phosphatase assay. Phosphoethanolamine/phosphocholine phosphatase (Homo sapiens), Q8TCT1; in the data active means inhibition above about 60%
MEKK3 PB1 HTS: modulators of MEKK3-MEK5 PB1 binding, primary screen, biochemical, wildtype MEKK3, multiplex bead flow cytometry, Alexa488-MEK5; binding response (% of control), % at 10 µM; 290,000 tested, 1.4% active; Mitogen-activated protein kinase kinase kinase 3 (Homo sapiens), Q99759; AID 1529, 2009; bead-based flow cytometry, Alexa488-MEK5 binding to MEKK3; actives lie on both sides; 0 = blocked by unlabeled MEK5, 100 = vehicle;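 active means binding response more than 3 SD above or below the average of its plate-row segment, actives on both sides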;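 further: Alexa488 bead fluorescence after subtracting the streptavidin-only scavenger bead signal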
CRFR2-BP ag: agonists of CRF-BP/CRF-R2 complex, primary screen, cell-based, HEK293, calcium dye fluorescence, uHTS; CRF-binding protein / CRF receptor 2 complex (human); calcium dye fluorescence (FLIPR); percent of saturating CRF peptide response; activation, % at 13.2 µM; 350,000 tested, 0.46% active; AID 588473, 2011;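 active means activation of at least 50%, plus an integration ratio under a set limit after plate pattern correction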;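 further: plate controls were neutral control wells without compound for no effect and CRF at EC100 for full effect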
IDE inh: human IDE inhibitors in live cells, primary screen, fluorescence polarization, HEK cells, FAbetaB substrate | FAbetaB cleavage | inhibition, % at 5.59 µM | 320,000 tested, 0.41% active;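 active means percent inhibition above the average of all tested compounds plus 3 SD, set per screening campaign, cut at about 16% in these data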;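 further: IDE supplied by intact live HEK cells; FP after avidin binding of uncleaved biotin substrate so inhibition keeps polarization high; 0% = DMSO wells and 100% = 60 µM reference IDE inhibitor Ii1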
M4 PAM: human M4 muscarinic receptor positive allosteric modulators, primary screen, CHO-K1 cells, Fluo-8 calcium fluorescence; CHO-K1 hM4/Gqi5, ACh EC20; 0% = ACh EC20, 100% = maximal ACh; activation, % at 3 µM; 360,000 tested, 0.4% active; AID 624126, 2012;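 active means activation above its plate's cutoff, the mean activation of sample wells plus 3 SD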; further: some results filed as inactive read as strong as hits
p-CIP stab down: p/CIP-EGFP fusion destabilizers, primary screen, fluorescence, F442A cells. Q05BA5. 16 h. decrease of EGFP signal, % at 10 µM. 290,000 tested, 0.01% active;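 active means EGFP signal decrease of at least 30% at 10 µM or well 3 SD below plate mean, unless failing retest; inactive means the rest, including hits failing retest or dose response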; further: some compounds called inactive have numbers as strong as hits; many of its hits are not listed in these tables
Active calls of the source: *; . = not tested or not shown.

SMILES | IDE cell activ | GalR3 antag | CRFBP-R2 block | PHOSPHO1 block | MEKK3 PB1 HTS | CRFR2-BP ag | IDE inh | M4 PAM | p-CIP stab down
COc1ccc(C(=O)C2CCCN(C(=O)C3=CCCC3)C2)cc1OC (centres undefined) | -3 | 3 | 21 | 20 | 102 | -5.2 | -4 | 6 | -35
CC1CC(C)CN(C(=O)COC(=O)c2ccc([N+](=O)[O-])o2)C1 (centres undefined) | 3 | -4 | 5 | . | . | -1.0 | -2 | 2 | .
CCCCNC(=O)CN1C(=O)COc2ccc(S(=O)(=O)N3CCCCCC3)cc21 | 0 | 1 | -12 | 17 | 102 | 0.6 | -1 | 1 | -14
CCc1nnc(NC(=O)Nc2ccccc2OC)s1 | 11 | -7 | -51 | 1 | 99 | -1.4 | -4 | 6 | -2
Cc1c(Cl)cccc1NC(=O)Cn1cccc1 | 7 | -4 | -1 | -4 | 99 | 0.1 | 3 | -1 | -26
Cc1ccc(NC(=O)C2CCCN(c3nccc(C)n3)C2)c(C)c1 (centres undefined) | 5 | -8 | 13 | 28 | 102 | 0.3 | 6 | 5 | 1
NC(=O)C(c1ccccc1)C1CCCC1 (centres undefined) | 2 | 1 | 20 | -21 | 107 | -3.0 | -3 | 5 | -1
Cc1nc(NC(=O)C(Cl)Cl)sc1C(=O)N(C)C | -1 | 2 | -18 | -9 | 98 | -0.6 | 7 | 16 | 2
N#CC1=C(N)Oc2n[nH]c(-c3ccccc3)c2C1c1cccc(OC(=O)N2CCOCC2)c1 (centres undefined) | -10 | 28* | 15 | 18 | 105 | -2.5 | 7 | 12 | -13
COc1cccc(Cn2cnc3c(NS(=O)(=O)c4cc(Cl)ccc4Cl)c(C)c(C)cc32)c1 | 5 | 2 | -4 | 41 | 111 | -1.3 | -4 | -1 | -13
COc1ccc2c(=O)c(-c3ccccc3)c(C)oc2c1 | 7 | -4 | 12 | -3 | 103 | -0.3 | 12 | 1 | 6
CCS(=O)(=O)c1ccc(-c2cccc(NC(=O)c3ccco3)c2)nn1 | 3 | -1 | -3 | . | . | 0.1 | 1 | 12 | .
CC(=O)N(c1ccc(Cl)cc1)c1cn(C(C)=O)c2ccccc12 | 2 | -5 | 15 | 43 | 101 | -2.1 | -1 | 0 | 2
Cc1cccc(NC(=S)N(Cc2ccc(Br)cc2)Cc2ccc(C(=O)O)cc2)c1 | 0 | -1 | -11 | -16 | 103 | -1.4 | 7 | -4 | 6
COc1ccc(C2CC(c3ccc4ccccc4c3OC(C)=O)=NN2C(C)=O)cc1 (centres undefined) | 2 | -4 | -10 | 53 | 101 | 0.6 | 1 | -6 | -10
N#Cc1ccccc1OCC(O)CS(=O)(=O)c1ccccc1 (centres undefined) | 3 | -5 | 2 | 20 | 100 | 0.6 | 1 | 1 | -3
COC(CNC(=O)C1CC(=O)N(CCc2ccccc2)C1)OC (centres undefined) | 2 | 1 | -12 | -1 | 98 | 1.5 | -3 | 9 | 7
CCOC(=O)c1ccc(N2C(=O)CC(C3CCCO3)C2=O)cc1 (centres undefined) | 8 | 6 | 5 | -48 | 97 | -0.4 | 3 | -7 | -18
COc1cc(C(=O)NCc2ccccc2Cl)ccc1OCC(=O)N1CCOCC1 | 1 | -1 | 62* | . | . | 0.6 | . | 7 | .
Cc1ccccc1NCc1nnc2n1CCCCC2 | 4 | -2 | -5 | -27 | 102 | 0.7 | -1 | -3 | 20
O=C(CCCn1c(=O)c2ccccc2n(CC(=O)N2CCN(c3ccccc3)CC2)c1=O)NCc1ccco1 | 1 | 3 | 0 | -19 | 100 | -0.7 | 3 | -8 | 13
Cc1ccc(S(=O)(=O)NC(=O)NCc2ccco2)cc1 | 3 | 3 | -3 | . | . | -4.0 | . | 9 | .
COc1ccc(NC(=O)c2cc3c(=O)n4ccccc4nc3n2C)c(OC)c1 | 6 | 6 | 0 | -10 | 98 | -3.5 | 12 | -3 | -13
Cc1sc(NC(=O)C2CSC3(C)CCC(=O)N23)nc1-c1ccccc1 (centres undefined) | -4 | 1 | -25 | . | . | -1.2 | -4 | 1 | .
COCCCNc1nc2c(-c3cccc(C)c3)nnn2c2ccc(Cl)cc12 | 2 | -9 | -1 | 20 | 106 | -0.4 | -4 | 4 | -12

Among those listed so far, these contain a cyano group.
SMILES | IDE cell activ | GalR3 antag | CRFBP-R2 block | PHOSPHO1 block | MEKK3 PB1 HTS | CRFR2-BP ag | IDE inh | M4 PAM | p-CIP stab down
N#CC1=C(N)Oc2n[nH]c(-c3ccccc3)c2C1c1cccc(OC(=O)N2CCOCC2)c1 (centres undefined) | -10 | 28* | 15 | 18 | 105 | -2.5 | 7 | 12 | -13
N#Cc1ccccc1OCC(O)CS(=O)(=O)c1ccccc1 (centres undefined) | 3 | -5 | 2 | 20 | 100 | 0.6 | 1 | 1 | -3

Rewritten as comma-separated lines: entries from further up
smiles,IDE cell activ,GalR3 antag,CRFBP-R2 block,PHOSPHO1 block,MEKK3 PB1 HTS,CRFR2-BP ag,IDE inh,M4 PAM,p-CIP stab down
COC(CNC(=O)C1CC(=O)N(CCc2ccccc2)C1)OC (centres undefined),2,1,-12,-1,98,1.5,-3,9,7
CCOC(=O)c1ccc(N2C(=O)CC(C3CCCO3)C2=O)cc1 (centres undefined),8,6,5,-48,97,-0.4,3,-7,-18
COc1cc(C(=O)NCc2ccccc2Cl)ccc1OCC(=O)N1CCOCC1,1,-1,62*,.,.,0.6,.,7,.

The list continues.
SMILES | IDE cell activ | GalR3 antag | CRFBP-R2 block | PHOSPHO1 block | MEKK3 PB1 HTS | CRFR2-BP ag | IDE inh | M4 PAM | p-CIP stab down
COc1cc(C(=O)N2CCN(C3CCC(C)CC3)CC2)cc(OC)c1OC (centres undefined) | 5 | -10 | -20 | 55 | 97 | 0.6 | 2 | -7 | -1
CC(C)C(=O)Nc1ccc2nn(-c3ccccc3)nc2c1 | 5 | -4 | -15 | 35 | 110 | 4.8 | -3 | 0 | 13
O=C(CCSc1ccccc1)Nc1nnc(-c2cccs2)o1 | 1 | -1 | 22 | 32 | 101 | -2.0 | -2 | 5 | -1
COc1ccc(/C=N/NC(=O)c2nnn(-c3nonc3N)c2-c2cccs2)c(OC)c1 | 3 | -5 | -3 | 38 | 99 | 0.1 | 3 | -6 | -8
Cc1ccoc1C(=O)Nc1cccc2ccccc12 | 1 | -3 | 2 | 46 | 104 | -2.6 | . | 2 | 2
CC(C)c1nc(N2CCCC2)c(C#N)c2c1CCCC2 | 4 | -5 | -11 | 10 | 106 | 0.0 | -3 | 0 | -2
Cc1cc(C)cc(NC(=O)c2ccc(Cn3nc(C)c(Cl)c3C)o2)c1 | -5 | -3 | -31 | -1 | 94 | 5.4 | 5 | -12 | -10
Cc1ccc(NC(=O)CN(C)C(=O)Cn2c(=O)oc3ccccc32)cc1 | 2 | -6 | 6 | . | . | 11 | 4 | 3 | .
CCOC(=O)N1CCC(NC(=O)C2CCN(C(=O)N3CCOc4ccccc43)CC2)CC1 | 6 | 4 | -24 | 12 | 93 | -0.9 | 1 | -3 | -4
Cc1ccc(NC(=O)C[n+]2ccccc2)cc1[N+](=O)[O-] | 8 | -7 | 13 | 19 | 101 | -1.0 | -1 | -6 | 7
COc1ccccc1OCc1ccc(C(=O)NC(C)c2ccccc2)o1 (centres undefined) | 2 | -10 | 7 | 24 | 103 | 2.8 | 1 | -4 | 1
O=S(=O)(c1ccc(Br)s1)N1CCN(CCOc2ccccc2)CC1 | 7 | -6 | -3 | . | . | 3.1 | -3 | -9 | .
Cc1oc(-c2ccccc2Cl)nc1CS(=O)CC(=O)NCc1cccs1 (centres undefined) | 3 | . | 6 | -11 | 97 | 0.2 | 2 | -2 | -7
O=C(O)c1ccccc1C(=O)c1ccc(Oc2ccccc2)cc1 | 1 | 0 | -6 | 4 | 95 | 0.7 | 2 | 6 | 1
Cc1c(NC2(C#N)CCCC2)c(=O)n(-c2ccccc2)n1C | 4 | . | 2 | 12 | 100 | 1.9 | 1 | 0 | 6
CCCCCOC(=O)C1=C(C)NC(=O)NC1c1ccccc1 (centres undefined) | -9 | -4 | 13 | 14 | 101 | -2.1 | . | 7 | -5
O=C(Nc1ccccc1)c1ccc(NC(=O)c2cccs2)cc1 | 0 | -1 | -1 | 25 | 101 | -1.1 | 5 | 4 | -3
COc1ccc(C(=O)N2CC(c3ccc(Cl)cc3)CC2=O)cc1 (centres undefined) | . | -2 | -9 | . | . | 0.5 | 3 | -3 | .
CCc1ccc(NC(=O)NCc2cccnc2)cc1 | -4 | 1 | 5 | 6 | 102 | -1.7 | 0 | -1 | 8
N#Cc1c(N2CCCCC2)nc(N)c2c(N)nc3c(c12)CC(c1ccccc1)O3 (centres undefined) | 6 | -1 | -17 | 37 | 100 | -1.6 | 0 | -4 | -18
Cc1ccc(C(C(=O)NC2CCCCC2)N(C(=O)c2csnn2)c2ccccc2F)o1 (centres undefined) | 0 | -8 | -6 | 35 | 101 | 0.9 | -1 | 3 | -10
CC(C)CC1NC(=S)N(Cc2ccccc2)C1=O (centres undefined) | 4 | 0 | 3 | -2 | 95 | 1.9 | 1 | 3 | -10
COc1ccc(S(=O)(=O)N2CCC(C(=O)NCC3CCCO3)CC2)cc1Cl (centres undefined) | -2 | -9 | 7 | 6 | 97 | -0.8 | 6 | 2 | -4
COc1ccccc1NC(=O)COc1ccc(/C=N/NC(=O)CSCc2cc(C)cc(C)c2)cc1 | 5 | 2 | 1 | -10 | 102 | 7.6 | 1 | 0 | -5
COc1ccc(-c2nn(-c3ccccc3)cc2/C=C2/SC(=S)N(CCC(=O)O)C2=O)cc1 | 2 | -8 | 11 | -38 | 100 | 3.0 | 0 | 6 | -1
O=C(O)/C=C\C(=O)Nc1ccccc1C(=O)NCc1ccccc1 | 1 | 0 | 1 | -9 | 105 | 3.7 | -5 | -4 | -1

Results in IDE inh and IDE cell activ (3 entries from above):
SMILES	IDE inh	IDE cell activ
COc1ccccc1NC(=O)COc1ccc(/C=N/NC(=O)CSCc2cc(C)cc(C)c2)cc1	1	5
COc1ccc(-c2nn(-c3ccccc3)cc2/C=C2/SC(=S)N(CCC(=O)O)C2=O)cc1	0	2
O=C(O)/C=C\C(=O)Nc1ccccc1C(=O)NCc1ccccc1	-5	1

Source: PubChem
